KDM5B inh: inhibitors of human KDM5B histone demethylase | KDM5B demethylase, FDH-coupled NADH fluorescence (FDH is formaldehyde dehydrogenase) | Q9UGL1 | Potency, µM (series often up to 57.7 µM), for inactives: top-dose activity change, negative = inhibition, hits mostly inhibitors | 220,000 compounds, 2.6% hits; active means well fitted inhibition curve with a large enough effect; inconclusive means small, poorly fitted or top-dose-only effect; inactive means no such curve, though single readings can be large or run the other way; further: 0% is about no effect; nearly all actives have a fitted effect of over 70% in size
Target sequence (Q9UGL1 whole entry, looked up): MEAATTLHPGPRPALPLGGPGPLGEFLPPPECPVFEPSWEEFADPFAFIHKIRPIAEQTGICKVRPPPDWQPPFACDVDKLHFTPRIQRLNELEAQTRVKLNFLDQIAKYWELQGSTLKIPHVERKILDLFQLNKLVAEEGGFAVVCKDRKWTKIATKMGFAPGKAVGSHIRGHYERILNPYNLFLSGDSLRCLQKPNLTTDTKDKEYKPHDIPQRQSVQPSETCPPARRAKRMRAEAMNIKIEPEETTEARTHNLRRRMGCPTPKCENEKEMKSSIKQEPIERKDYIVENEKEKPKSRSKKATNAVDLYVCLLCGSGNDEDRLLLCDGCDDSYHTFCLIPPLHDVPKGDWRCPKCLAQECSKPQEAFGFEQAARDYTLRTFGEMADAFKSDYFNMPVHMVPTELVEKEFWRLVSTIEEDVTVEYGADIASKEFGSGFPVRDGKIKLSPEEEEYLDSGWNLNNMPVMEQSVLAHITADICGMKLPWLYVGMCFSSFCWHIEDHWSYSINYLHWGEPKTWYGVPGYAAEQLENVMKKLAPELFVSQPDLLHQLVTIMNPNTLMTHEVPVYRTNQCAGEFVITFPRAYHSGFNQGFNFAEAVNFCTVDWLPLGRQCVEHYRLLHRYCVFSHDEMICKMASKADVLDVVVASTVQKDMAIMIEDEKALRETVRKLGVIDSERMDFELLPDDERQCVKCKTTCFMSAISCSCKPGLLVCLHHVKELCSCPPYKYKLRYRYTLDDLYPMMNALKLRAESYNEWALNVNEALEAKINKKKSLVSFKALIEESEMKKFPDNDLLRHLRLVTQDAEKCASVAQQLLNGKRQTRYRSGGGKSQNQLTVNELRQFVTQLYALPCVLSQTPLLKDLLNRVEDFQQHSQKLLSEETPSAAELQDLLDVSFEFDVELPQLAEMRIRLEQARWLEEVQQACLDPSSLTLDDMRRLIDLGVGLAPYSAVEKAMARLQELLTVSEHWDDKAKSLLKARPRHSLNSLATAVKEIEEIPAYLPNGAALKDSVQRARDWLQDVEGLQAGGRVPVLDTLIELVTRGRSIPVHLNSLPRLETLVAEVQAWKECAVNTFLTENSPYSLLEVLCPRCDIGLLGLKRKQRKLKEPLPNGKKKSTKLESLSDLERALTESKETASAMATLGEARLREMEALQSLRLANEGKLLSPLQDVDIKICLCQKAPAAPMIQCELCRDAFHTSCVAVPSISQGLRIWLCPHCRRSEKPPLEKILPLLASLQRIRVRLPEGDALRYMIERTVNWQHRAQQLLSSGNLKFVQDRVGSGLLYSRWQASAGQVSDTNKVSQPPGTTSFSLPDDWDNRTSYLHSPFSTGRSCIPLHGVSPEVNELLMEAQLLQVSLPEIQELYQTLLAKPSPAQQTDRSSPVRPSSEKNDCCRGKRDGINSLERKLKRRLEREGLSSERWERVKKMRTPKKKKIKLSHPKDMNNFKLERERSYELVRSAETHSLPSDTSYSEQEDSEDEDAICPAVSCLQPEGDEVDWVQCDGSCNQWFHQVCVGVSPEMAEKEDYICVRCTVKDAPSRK
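Measured: NADH fluorescence change, 30 min, RT. System: KDM5BΔAP 200 nM final, H3K4me3 peptide, α-KG, Fe(II), ascorbate, NAD⁺ plus FDH, pH 7.5 HEPES. Compounds: titrated, 10 min pre-incubation with enzyme.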
The depositor's hits bear a star; i = inactive; ? = inconclusive; [ ] = another dose, or the depositor's remark. Potency means the concentration at half of the fitted maximal effect. Not all compounds are listed. The share of hits here may be higher or lower than overall.

The opening three compounds (preview)
SMILES	KDM5B inh
CN1CCN(C(=O)C2CCc3nc(N4CCN(C(=O)C5CCC5)CC4)sc3C2)CC1 (configuration not stated)	0.4%
CC(C)Cc1ccc(CN2CCCC(NC(=O)CCN3CCOCC3)C2)cc1 (configuration not stated)	-0.8%
Cn1nc(C2CCNC2)c2c(C(=O)NCC(F)(F)F)cc(C3CC3)nc21 (configuration not stated)	?

Main list, previewed entries included:
SMILES	KDM5B inh
CN1CCN(C(=O)C2CCc3nc(N4CCN(C(=O)C5CCC5)CC4)sc3C2)CC1 (configuration not stated)	0.4%
CC(C)Cc1ccc(CN2CCCC(NC(=O)CCN3CCOCC3)C2)cc1 (configuration not stated)	-0.8%
Cn1nc(C2CCNC2)c2c(C(=O)NCC(F)(F)F)cc(C3CC3)nc21 (configuration not stated)	?
COc1ccc(C(=O)Nc2ccc3nc(SCC(=O)N4CCCC4)sc3c2)cc1	?
CCCN(C)C(=O)Cc1ccc(N(Cc2ccc(F)cc2)C(=O)c2ccco2)cc1	19.0%
Cc1cc(Cl)cc(C)c1OCC(=O)Nc1ccccc1N1CCCC1=O	16.1%
O=C(NCc1ccncc1)C1CN(S(=O)(=O)c2ccccc2)CC12CCCCC2 (configuration not stated)	-23.4%
Cc1[nH]c2ccccc2c1C(c1ccc(Br)o1)c1c(C)[nH]c2ccccc12	?
CCn1cc(-c2cc(C(=O)OC)c3ccccc3n2)c(C)n1	?
Cc1ccc(-n2c(SCC(=O)NC(C)c3cc4ccccc4o3)nnc2N2CCOCC2)cc1 (configuration not stated)	6.0%
COc1cccc(NC(=O)CSc2nc(Cl)nc3nc[nH]c23)c1	-14.9%
CCOC(=O)c1cnc(Nc2cccc(C)c2C)c2ccccc12	11.8%

Sorted by SMILES length (largest number first): some entries from above.
SMILES	KDM5B inh
CCCN(C)C(=O)Cc1ccc(N(Cc2ccc(F)cc2)C(=O)c2ccco2)cc1	19.0%
CC(C)Cc1ccc(CN2CCCC(NC(=O)CCN3CCOCC3)C2)cc1 (configuration not stated)	-0.8%
CCn1cc(-c2cc(C(=O)OC)c3ccccc3n2)c(C)n1	?
CCOC(=O)c1cnc(Nc2cccc(C)c2C)c2ccccc12	11.8%

Next entries
SMILES	KDM5B inh
CC1CCCCC1NC(=O)CCCNC(=O)C(C)(C)C (configuration not stated)	-0.7%
N#Cc1cccc(NC(=O)N[C@H]2[C@H](O)[C@@H](N3CCCC3)[C@@H]3OC[C@H]2O3)c1	-8.5%[86.2 µM]
CC(C)CN1CC(CNC(=O)c2ccc(Oc3ccccc3)cc2)Oc2ccnc(-c3ccc(OCC(=O)O)cc3)c2C1=O (configuration not stated)	-0.5%
CN(C(=O)C1C2C(=O)N(C3CCCCCC3)C[C@@]23C=C[C@@H]1O3)C1CCSCC1 (some centres not stated)	-17.3%
COc1ccc(C(=O)NC2CCN(c3cn[nH]c(=O)c3)CC2)cc1OC	1.7%
CCC(C)[C@H](NC(=O)Nc1ccc(S(N)(=O)=O)cc1)C(=O)OC (some centres not stated)	43.7%[activator]
CC1=C[C@@H](CNC(=O)c2ccccn2)[C@H](C(C)C)C[C@H]1CC(=O)N1CCCC1	7.5%[86.2 µM]
COc1ccc(C)cc1CC(=O)NCc1nnc2ccccn12	14.9%
O=C1NC(=NC2CCCCC2)C2(CCCN(CC3CC3)C2)N1c1cccnc1 (configuration not stated)	-1.9%[115 µM]
CCOC(=O)c1ccc(N2CCN(CC)CC2)c(NC(=O)COc2ccc(OC)cc2)c1	-7.3%
CCOC(=O)N1CCc2c(sc3c2c(=O)n(CCc2ccccc2)c(=O)n3Cc2cc(C)ccc2C)C1	-20.7%
COc1ccc(-c2coc3cc(OCC(=O)OC(C)C)ccc3c2=O)cc1OC	8.0%
CCN1CCN(CCNC(=O)C2CCN(C(=O)N3CC4CC(C3)[C@H]3CCCC(=O)N3C4)CC2)CC1 (some centres not stated)	-11.8%
COc1ccc(NC(=O)NCCn2c(C(F)(F)F)nc3ccccc32)cc1OC	10.5%
CC(C)(C)CC(=O)N1C[C@@H](CO)[C@H](c2nc(-c3ccncc3)no2)C1	14.0%
Cc1ccc(NC(=O)c2cccs2)cc1NC(=O)c1ccccc1Cl	?
Cc1cc(C(=O)N2CC(N(C(=O)NC(C)C)C3CCOCC3)C2)nn1C	-7.4%
O=S(=O)(NCCc1noc(-c2ccccc2)n1)c1ccc2c(c1)OCCO2	-13.0%
OC(c1cc2n(n1)CCN(c1ncc(C(F)(F)F)cc1Cl)C2)C1CC1 (configuration not stated)	25.8%
O=C(Nc1ccc(Br)cc1)C1C2C=CC3(O2)C1C(=O)N(CCN1CCOCC1)C3C(=O)NC1CCCCC1 (configuration not stated)	29.7%
CN(Cc1cccc(Cl)c1Cl)C(=O)CCc1c[nH]c2ccccc12	5.7%
CN(CCOc1ccccc1)C(=O)c1cc(Cl)c[nH]1	12.2%
CN(C)C[C@@H]1CN(S(C)(=O)=O)C[C@H]1N	152.3%[activator]
CC(C)(C)C1CCC(=NO)CC1 (configuration not stated)	13.7%
O=C(/C=C/c1cccc(O)c1)c1cccc(O)c1	?
COc1ccc(CNC(=O)Cn2ccc3cccc(OC)c32)cc1	-13.3%
Cc1ccccc1COc1ccc2c(C)cc(=O)oc2c1	?
CCN1CCN(CCNC(=O)CSc2ncnc3c2sc2cccc(F)c23)CC1	?
Cc1cc(C)c2oc(-c3cc(NC(=O)C(C)(C)C)ccc3O)nc2c1	17.0%
CCOc1ncccc1C(=O)N1CCc2onc(-c3ccccc3F)c2C1	-4.5%
CC(C)N=C(Nc1cccnc1)c1ccccc1	-14.1%
Cc1ccc(-n2c(=O)c3c(c4cc(C)ccc4n3C)n(CC(=O)NCCC3=CCCCC3)c2=O)cc1	?
COc1cccc(CCC(=O)N2CCCN(S(C)(=O)=O)c3ccccc32)c1	-7.8%
COc1cc2c(cc1OC)CN(C(=O)Nc1ccccc1)CC2	-25.4%
CCOc1ccccc1N(CC)C(=O)Cc1noc2ccccc12	12.3%
O=C1CCN(Cc2ccc(C(F)(F)F)cc2)CCCCCCN1	-3.6%

Given as labelled records: part of the list above
molecule: CN(C(=O)C1C2C(=O)N(C3CCCCCC3)C[C@@]23C=C[C@@H]1O3)C1CCSCC1 (some centres not stated)
  KDM5B inh: -17.3%
molecule: COc1ccc(C(=O)NC2CCN(c3cn[nH]c(=O)c3)CC2)cc1OC
  KDM5B inh: 1.7%
molecule: CCC(C)[C@H](NC(=O)Nc1ccc(S(N)(=O)=O)cc1)C(=O)OC (some centres not stated)
  KDM5B inh: 43.7%[activator]
molecule: CC1=C[C@@H](CNC(=O)c2ccccn2)[C@H](C(C)C)C[C@H]1CC(=O)N1CCCC1
  KDM5B inh: 7.5%[86.2 µM]

(listing goes on)
SMILES	KDM5B inh
COc1ccccc1C(=O)N1[C@@H]2CC[C@H]1CC(NC(=O)c1cnc(C)cn1)C2 (some centres not stated)	-2.0%
CC1CCCCN1c1cc2c(cc1F)c(=O)c(S(=O)(=O)c1ccccc1)cn2Cc1ccccc1 (configuration not stated)	-22.5%
COc1ccc(N2CC(C(=O)N3CCC(C(=O)N4CCCC4)C3)NC2=O)cc1 (configuration not stated)	-13.8%
O=C(N[C@@H]1CN(c2ncccn2)C[C@H]1CO)c1ccc2c(c1)OCO2	?
CNC(=O)c1cc(=O)n(CC(=O)Nc2ccc(C)c(C)c2)c2ccccc12	31.2%
COc1ccc(-c2nc3n(n2)C(c2ccc(O)cc2)C(C(=O)Nc2cccnc2)=C(C)N3)cc1OC (configuration not stated)	?
Cc1cccc(C)c1NC(=O)c1csc2c1CCCC2	-12.1%
CC(C)c1nc2c(c(-c3ccc(Cl)cc3)n1)CCN(Cc1ccc(C(F)(F)F)cc1)CC2	?
CC(Cn1cncn1)NC(=O)c1cccc(S(=O)(=O)N2CCOCC2)c1 (configuration not stated)	5.8%
COc1ccccc1NC(=O)CN1CCN(CC(=O)Nc2cc(C)ccc2OC)CC1	-8.1%
Cc1cc(CN2CCN(C(=O)CNC3CC3)CC(C(=O)O)C2)on1 (configuration not stated)	-18.1%
O=C(NCC1CN(Cc2ccncc2Cl)CC12CN(c1ccccc1)C2)C1CCOCC1 (configuration not stated)	?
Cc1cc(C)c2c(-n3cccc3)c(C(=O)NCCc3ccc(Cl)cc3)sc2n1	-1.4%
COc1cccc(-c2cc(CNC(=O)C(c3ccc(F)cc3)N(C)C)no2)c1 (configuration not stated)	14.1%
O=C(NC1CCCC(C(F)(F)F)C1)c1cc2c(F)cccc2s1 (configuration not stated)	-26.9%
CC(C)(C)OC(=O)COc1ccc2cc(-c3ccccc3)c(=O)oc2c1	?
COc1ccc(-c2nn(-c3ccccc3)cc2C(=O)NC(=S)Nc2cc(Cl)ccc2Cl)cc1	26.8%
C=C(C)CSc1nc2c(c(=O)[nH]c(=O)n2C)n1CCCc1ccccc1	30.1%[activator]
CCCCc1nn2cc(-c3ccc(C)cc3)nc2s1	15.1%
Cc1ccc(CNC(=O)C2CCN(S(=O)(=O)c3cc(-c4noc(C)n4)ccc3C)CC2)cc1	-2.9%
COCCN1C[C@H]2CN(Cc3cccc(OC)c3)CCN2C1=O	-17.2%[86.2 µM]
CC(C)(C)NC(=O)COc1ncnc2ccccc12	-4.4%
CCOc1ccccc1Nc1nc2ccccc2nc1NS(=O)(=O)c1ccc(Cl)cc1	-33.3%
Cc1ccc(NC(=O)N2CCC(CCNC(=O)Cc3ccsc3)CC2)cc1F	0.4%
COc1coc(CN2Cc3[nH]cnc3CC2C(=O)O)cc1=O (configuration not stated)	-14.3%
COc1ccc(C(=O)Nc2ccc3oc(C)nc3c2)cc1	11.3%
O=C(NCc1ccc(F)cc1)c1nc(-c2ccc(Cl)cc2Cl)c2ccccn12	?
CCC(C)NC(=O)CN1C(=O)NC2(CCC(C)CC2)C1=O (configuration not stated)	0.1%
CCOc1ccc2nc(N3CCCC(C(=O)Nc4cc(C)ccc4C)C3)sc2c1 (configuration not stated)	-14.2%
Cc1cc(C2CCCN2C(=O)c2cc(C3CC3)on2)on1 (configuration not stated)	20.6%
COc1ccc(Cn2c(C(=O)O)c(CNC3CCCCCC3)c3ccc(OC)cc32)cc1	-19.8%
CNS(=O)(=O)c1cc(NC(=O)C2Cc3ccc(C)cc3S2)ccc1C (configuration not stated)	-10.3%
COc1ccc(C2=NN(C(=O)CN3CCc4cc(OC)c(OC)cc4C3)C(c3ccco3)C2)cc1 (configuration not stated)	3.6%
COc1cccc(NC(=S)N2CCN(S(=O)(=O)c3ccccc3)CC2)c1	21.4%
O=C1CN(C(=O)Nc2ccccc2Cl)C(c2ccccc2)c2c(sc3c2CCCC3)N1 (configuration not stated)	7.1%
O=S(=O)(c1ccccc1Cl)N1CCCC(CO)(Cc2cccc(Cl)c2)C1 (configuration not stated)	-14.0%
O=C(c1ccccn1)N1CCC2(CC(c3cccc(C(F)(F)F)c3)=NO2)C1 (configuration not stated)	22.8%[115 µM]
O=C(NCC1(O)CCCN(C(=O)Cc2cccc(O)c2)CC1)c1ccccc1 (configuration not stated)	13.1%
CCC(C)Oc1ccc(C(=O)NCc2cccs2)cc1 (configuration not stated)	6.8%
COc1cc(-c2cc3nc4ccccc4n3c(N)c2C#N)cc(OC)c1OC	264.1%[activator]
CC(C)=C(NC(=O)c1ccccc1)C(=O)Nc1cccc(C)c1	10.4%
CCCn1c2ccccc2c2cnn(CC(=O)N(C)c3ccc(F)cc3)c(=O)c21	?
COC(=O)c1c(SCC(=O)Nc2cccc(C(F)(F)F)c2)[nH]c2ccccc2c1=O	-13.5%
COc1ccc(C2Cn3cnc(C(=O)N4CCC(C(=O)NCCC5=CCCCC5)CC4)c3CO2)cc1 (configuration not stated)	13.5%
CSc1ccccc1NC(=O)/C=C/c1ccncc1	6.8%
Cc1ccc2c(c1)C(=O)OC(C(=O)Nc1ccc(C(=O)O)cc1)C2 (configuration not stated)	-40.1%
COc1cc(C(=O)OCc2ccc(C#N)cc2)cc(OC)c1OC	12.3%
N#C/C(=C/c1ccc(OC(F)(F)F)cc1)c1nc2ccccc2[nH]1	?
COc1ccc2c(Sc3ccccc3)c(C(=O)NCCN(C)C)[nH]c2c1	?
O=C(NC1CC2CCCC(C1)N2C(=O)Nc1ccccc1)c1ccccc1 (configuration not stated)	6.6%
c1ccc(-c2nc(N3CCCCCC3)c3ccccc3n2)nc1	?
COc1cccc(NC(=O)CN(C)C(=O)CSc2ncnc3scc(-c4ccccc4)c23)c1	-20.9%
CN(C)CCCSc1nc(N2CCOCC2)c2c(c1C#N)CCCC2	-30.0%
Cc1ccc(NC(=O)CCSc2nc(-c3ccc4c(c3)OCO4)cc(C(F)(F)F)n2)cc1	i
COCC(=O)NC1CCC12CCN(C(=O)C1CCOCC1)CC2 (configuration not stated)	-4.4%
Cc1cccc2cc(/C=C/C(=O)c3ccco3)c(Cl)nc12	-21.5%
Cc1ccc(-c2cc(C(=O)O)c3cc(Cl)ccc3n2)o1	?
O=C(N[C@H]1C[C@@H]2C(=O)N[C@H]3CCN(C(=O)C4CCCC4)[C@@H]3C(=O)N2C1)c1cccs1	-8.0%[86.2 µM]
N#Cc1ccc(CCC(=O)OCc2ccc(C#N)cc2)cc1	21.9%
CCOCCCNC(=O)C(c1ccc(C)cc1)N(Cc1cccs1)C(=O)CNC(=O)c1ccccc1 (configuration not stated)	17.2%
CN1CCC(N2CCN(S(=O)(=O)c3ccccc3C(F)(F)F)CC2)C1=O (configuration not stated)	-5.9%
CCCC1(CCC)NC(=O)N(Cc2nc3ccccc3nc2C)C1=O	5.2%
Cc1cccc(C)c1-n1ncc(C(=O)N2CCN(c3ccccc3)CC2)c1C1CCN(C(=O)OC(C)(C)C)CC1	13.0%

Bioassay records: PubChem BioAssay, National Center for Advancing Translational Sciences (NCATS)
